Mm-Cpn inhibitor: M. maripaludis TRiC chaperonin inhibition; actives 0.031% (n = 330,000); purified Mm-Cpn ATPase, ADP Transcreener TR-FRET; AID 504842; Potency, µM (top dose mostly 76.9 µM), for the others: at the top dose activity, negative = inhibition, usual class: inhibitors; note: potency is the fitted concentration of half-maximal effect; % is set by controls: 0 for no effect and ±100 for the full control effect; nearly all actives have a fitted effect of over 80% in size
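Eu-cryptate anti-ADP/ADP-d2 competition gives a ratio inversely related to ADP. Enzyme at 25 nM was pre-exposed to compound for 10 min, then given 10 uM ATP for 30 min, 37°C throughout.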
EPAC1 antagonist: antagonists of human EPAC1 | EPAC1 GEF assay, Rap1b-BODIPY-GDP exchange fluorescence | Potency, µM (doses to about 115 µM), inactives show at the top dose activity change, negative = inhibition, actives largely listed as inhibitors | actives 0.14% (n = 360,000) | AID 720709;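 note: potency is the fitted concentration of half-maximal effect; plate controls were vehicle for no effect and positive control for full effect; nearly all actives have a fitted effect of over 50% in size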
CCT chaperon mod: modulators of cytosolic chaperonin (CCT/TRiC) activity; purified chaperonin ATPase assay, HTRF ADP detection, 30 min; activity change, % (concentration not given with the values), hits read low; actives 0.3% (n = 360,000); in the data active = activity change below about -30%; note: % is set by controls: 0 for no effect and ±100 for the full control effect
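We incubate TRiC, 40 or 20 nM final, with library compounds at 76 uM and 10 uM ATP for 30 min at 37 °C. ADP formed is detected with Transcreener HTRF reagents after 30 min at room temperature.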
PLK1 PBD inh: inhibitors of human PLK1 polo-box domain binding; actives 2.8% (n = 360,000); Plk1 PBD binding of FITC phosphopeptide, fluorescence polarization; Potency, µM, inactives show max response, negative = inhibition, actives largely listed as inhibitors; P53350; note: potency is the fitted concentration of half-maximal effect; series mostly up to about 57 µM; % is set by controls: 0 for no effect and ±100 for the full control effect; nearly all actives have a fitted effect of over 65% in size
Target sequence (P53350 whole entry, looked up, the tested form may be a part): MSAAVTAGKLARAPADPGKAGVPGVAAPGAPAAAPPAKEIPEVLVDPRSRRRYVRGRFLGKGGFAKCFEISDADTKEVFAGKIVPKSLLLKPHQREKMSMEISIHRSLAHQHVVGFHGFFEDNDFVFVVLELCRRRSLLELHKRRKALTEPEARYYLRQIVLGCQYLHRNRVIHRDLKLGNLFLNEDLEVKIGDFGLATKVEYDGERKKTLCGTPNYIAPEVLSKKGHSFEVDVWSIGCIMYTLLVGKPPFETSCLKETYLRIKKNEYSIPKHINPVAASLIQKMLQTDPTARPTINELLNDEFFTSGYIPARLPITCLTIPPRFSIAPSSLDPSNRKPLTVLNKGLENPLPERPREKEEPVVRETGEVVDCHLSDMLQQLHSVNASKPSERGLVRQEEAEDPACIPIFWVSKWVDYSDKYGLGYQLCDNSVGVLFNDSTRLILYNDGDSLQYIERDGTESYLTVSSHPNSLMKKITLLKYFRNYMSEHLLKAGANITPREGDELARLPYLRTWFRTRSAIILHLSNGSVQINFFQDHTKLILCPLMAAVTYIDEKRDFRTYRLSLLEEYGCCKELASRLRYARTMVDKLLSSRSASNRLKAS
PI5P4K alpha inh: blocks human PI5P4K alpha kinase activity; P48426; PI5P4Kalpha enzyme, ADP-Glo luminescence, 60 min; active compounds read low; max response, %; actives 1.2% (n = 330,000); AID 652105; active = max response of -50% or lower; inconclusive = between -30% and -50%; inactive = -30% or higher; note: value at the top dose of about 77 µM; % is set by controls: 0 for no effect and ±100 for the full control effect
Target sequence (P48426 whole entry, looked up): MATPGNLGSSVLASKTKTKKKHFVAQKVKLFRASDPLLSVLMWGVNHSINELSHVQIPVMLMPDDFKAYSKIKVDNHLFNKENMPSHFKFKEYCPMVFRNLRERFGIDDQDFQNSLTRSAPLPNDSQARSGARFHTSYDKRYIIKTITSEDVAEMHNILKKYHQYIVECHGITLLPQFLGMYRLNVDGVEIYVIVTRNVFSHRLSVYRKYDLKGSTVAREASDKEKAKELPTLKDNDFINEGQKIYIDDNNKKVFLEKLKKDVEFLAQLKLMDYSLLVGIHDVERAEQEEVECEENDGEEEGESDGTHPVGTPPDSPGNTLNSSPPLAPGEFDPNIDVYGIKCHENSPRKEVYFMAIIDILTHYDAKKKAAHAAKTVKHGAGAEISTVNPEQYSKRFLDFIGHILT
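Quantitative HTS of the MLSMR library against PI5P4Kalpha with substrate. ATP added last at 5 microM final; room temperature, 60 minutes. Remaining ATP depleted, ADP converted and read as luminescence.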
EPAC2 antag: blocks human EPAC2 exchange factor. Q8WZA2. EPAC2 GEF exchange of Rap1B-BODIPY-GDP, fluorescence. Potency, µM (top dose mostly 114 µM), without a hit: top-dose activity, negative = inhibition, usual class: inhibitors. actives 0.18% (n = 360,000). AID 720708; note: potency is the fitted concentration of half-maximal effect; % is set by controls: 0 for no effect and ±100 for the full control effect; nearly all actives have a fitted effect of over 45% in size; many of its hits are not listed in these tables
WRN inhibitor: blocks human WRN helicase. Q14191. actives 0.46% (n = 360,000). WRN helicase unwinding, fluorescent forked duplex, kinetic. Potency, µM (highest dose often 114 µM), for inactives: at the highest dose activity change, negative = inhibition, hits mostly inhibitors; note: potency is the fitted concentration of half-maximal effect; % is set by controls: 0 for no effect and ±100 for the full control effect; nearly all actives have a fitted effect of over 55% in size
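Kinetic fluorescence helicase assay: unwinding of a quenched forked DNA duplex (100 nM final) with 2 mM ATP final raises red fluorescence (525/598 nm). Compounds sat 15 min at room temperature with 20 nM WRN beforehand.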
EPAC1 agonist: agonists of human EPAC1; actives 0.073% (n = 360,000); EPAC1 agonist qHTS, biochemical assay; response scale: 100% = response to 6.5 mM cAMP; O95398; Potency, µM (titrated, usually from 154 µM), without a hit: at the highest dose activation, actives largely listed as activators; AID 720707; note: potency is the fitted concentration of half-maximal effect; nearly all actives have a fitted effect of over 60% in size
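Nucleotide exchange by EPAC1 (100 nM) on Rap1B–BODIPY-GDP (250 nM) in the presence of 50 uM GDP is tracked fluorescently at 480/540 nm over 30 min. Signals are normalized to a 6.5 mM cAMP control.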
Starred values were filed as active, the others as inactive; ? = inconclusive; / = not tested or not shown; [ ] = another dose, or the depositor's remark. Unless noted, calls come from the whole dose curve; as a rule, active = well fitted curve in the direction sought with a large enough effect; inconclusive = small, poorly fitted or top-dose-only effect, or another doubt; inactive = no such curve, though single readings can be large; an effect the other way counts as inactive or inconclusive. This is a subset, so the mix of outcomes need not match the whole.

1) CCCCCC(=O)NC(=S)Nc1ccc(Br)cc1C
2) Cc1ccc(/C=C/C(=O)Nc2ccc(S(=O)(=O)Nc3cc(C)nc(C)n3)cc2)cc1
3) Cc1ccccc1-n1c(SCC(=O)N2CCC(C(=O)O)CC2)nnc1-c1ccncc1
4) CCOc1cc(NS(C)(=O)=O)c(OCC)cc1NC(=O)c1cccs1
5) COc1ccccc1-c1noc(-c2cccnc2)n1
6) CCOC(=O)CC(NC(=O)c1cc2cccc(OC)c2oc1=O)c1cccc([N+](=O)[O-])c1 (stereo not given)
7) COc1ccc(OC2CCN(S(=O)(=O)c3cccc(F)c3)CC2)cc1
8) O=C(COc1ccc(Cl)cc1Cl)Nc1ccc(C(=O)Nc2ccccc2C(=O)O)cc1
Compound	1	2	3	4	5	6	7	8
Mm-Cpn inhibitor	-2%	0%	-2%	-1%	2%	1%	0%	1%
EPAC1 antagonist	1%	?	-9%	-4%	-5%	-11%	?	3%
CCT chaperon mod	-2.3	-2.5	2.5	-1.9	-2.2	-2.5	-0.9	0.6
PLK1 PBD inh	-11%	-3%	-21%	-5%	-13%	0%	-6%	?
PI5P4K alpha inh	-5	-2	3	/	1	4	2	-57*
EPAC2 antag	1%	-5%	7%	3%	-4%	-1%	4%	1%
WRN inhibitor	-4%	-8%[57.1 µM]	-1%	0%	-14%	2%	0%	-29%
EPAC1 agonist	4%	-8%	-9%	8%	7%	-9%	21%	18%

9) Cc1nc2c(C)cccn2c1C(=O)N/N=C/c1ccccc1[N+](=O)[O-]
10) COc1ccc(-c2cnc[nH]2)cc1
11) CN(C)C=Nc1nc2ccccc2nc1N1CCCC1
12) O=CNc1ccc(OC(=O)c2cncc(Br)c2)cc1
13) COc1ccc(N(CC(=O)N/N=C/c2ccc(F)cc2)S(=O)(=O)c2ccccc2)cc1
14) COc1ccc(NC(=O)CSC2CC(=O)N(c3ccc4c(c3)OCCO4)C2=O)cc1 (stereo not given)
15) CCOC(=O)c1cccc(NC(=O)CN(c2ccc(C)cc2)S(=O)(=O)c2c(C)noc2C)c1
16) Cc1ccc(C(=O)N/C(=C\c2ccco2)C(=O)N2CCCCC2)cc1
Compound	9	10	11	12	13	14	15	16
Mm-Cpn inhibitor	0%	0%	2%	1%	0%	-1%	?	-1%
EPAC1 antagonist	4%	-20%	9%	?	-17%	-3%	-5%	6%
CCT chaperon mod	-1.5	2.4	1.4	-0.2	1.5	-2.5	-0.5	-0.8
PLK1 PBD inh	-6%	-3%	-10%	-4%	10%	-15%	-4%	-5%
PI5P4K alpha inh	1	0	0	-1	16	/	16	-4
EPAC2 antag	-10%	6%	12%	-6%	-11%	6%	-10%	-10%
WRN inhibitor	-1%	-19%	0%	-4%	-8%	1%	-13%[57.1 µM]	2%
EPAC1 agonist	5%	-4%	-10%	3%	-10%	5%	1%	7%

17) O=C(c1ccccc1)c1sc(N2CCOCC2)nc1-c1ccccc1
18) COc1ccccc1NS(=O)(=O)c1cc(N)ccc1N1CCCCC1
19) CCN(CC(=O)Nc1ccc2c(c1)OCCO2)S(=O)(=O)c1ccc(F)cc1
20) CCOC(=O)Cc1csc(NC(=O)c2ccc(S(=O)(=O)N3CCCCC3)cc2)n1
21) COc1cc(/C=N/NC(=O)c2ccc3nc[nH]c3c2)ccc1O
22) COc1ccc(/C=C2\CCCCC2=O)cc1
23) Cc1ccc(NC(=O)N2CCc3ccccc3C2)c(C)c1
24) OC[C@@H]1CN(Cc2ccco2)C[C@H](n2cnc3c(N4CCOCC4)ncnc32)O1
Compound	17	18	19	20	21	22	23	24
Mm-Cpn inhibitor	-29%	?	2%	-2%	2%	/	0%	/
EPAC1 antagonist	-19%	3%	-17%	5%	-3%	23%	-3%	10%
CCT chaperon mod	-4.9	-2.3	0.3	-2.1	-0.9	-1.8	1.4	-2.7
PLK1 PBD inh	23%	3µM*	-14%	-8%	7%	-4%	0%	-1%
PI5P4K alpha inh	4	0	0	/	-3	4	-1	2
EPAC2 antag	-18%	-8%	-4%	-6%	1%	-15%	-3%	8%
WRN inhibitor	-8%	-9%	-1%	-2%	-15%	17%	5%	-6%
EPAC1 agonist	9%	-5%	12%	15%	0%	-7%	-10%	1%

Brought forward from above: 2 compounds, then new ones.
23) Cc1ccc(NC(=O)N2CCc3ccccc3C2)c(C)c1
24) OC[C@@H]1CN(Cc2ccco2)C[C@H](n2cnc3c(N4CCOCC4)ncnc32)O1
25) C=C(C)Cn1c(SCC(=O)O)nnc1-c1ccccc1
26) COC(=O)c1ccc2c(=O)n(CCCCCC(=O)NC(C)C)c(=O)[nH]c2c1
27) CCN(CC)S(=O)(=O)c1cc(NC(=O)C(C)Nc2ccccc2N2CCOCC2)ccc1C (stereo not given)
28) CCC1Oc2ccccc2N(CC(=O)NC2CCCCC2)C1=O (stereo not given)
29) CC1CN(c2ccnc3cc(Cl)ccc23)CC(C)O1 (stereo not given)
30) CCc1cc2cc3c(cc2nc1SCC(=O)Nc1nccs1)OCO3
31) Cc1ccccc1NC(=O)CSc1nc2[nH]c(=O)cc(O)c2s1
32) Cc1cc(C(=O)Nc2cnn(Cc3ccc(Cl)cc3Cl)c2)no1
Compound	23	24	25	26	27	28	29	30	31	32
Mm-Cpn inhibitor	0%	/	2%	-1%	3%	3%	2%	-4%	-5%	-1%
EPAC1 antagonist	-3%	10%	-2%	?	-27%	-1%	14%	-6%	7%	4%
CCT chaperon mod	1.4	-2.7	1.0	-7.0	0.2	-1.7	0.1	2.4	-0.9	-0.4
PLK1 PBD inh	0%	-1%	-3%	-13%	-14%	-7%	-1%	-17%	-7%	-5%
PI5P4K alpha inh	-1	2	10	5	1	-14	-1	/	-62*	/
EPAC2 antag	-3%	8%	0%[57.1 µM]	-7%	-4%	0%	-15%	2%	10%	16%
WRN inhibitor	5%	-6%	6%	24%	-9%	-26%	0%	-9%	?	-6%
EPAC1 agonist	-10%	1%	-5%	-2%	-2%	-7%	5%	5%	1%	-4%

33) CC(C)N(Cc1cn(C)nc1-c1cccc(Cl)c1)Cc1nccn1C
34) CCOC(=O)C1(CCOC)CCCCC1=O (stereo not given)
35) C/C(=N\NC(=O)NC1CCCCC1)C1CCCCC1
36) CC(C)NC(=O)COC(=O)c1cc(=O)[nH]c2ccccc12
37) Cc1ccc(S(=O)(=O)N(C)C[C@H]2Oc3ccc(NC(=O)Nc4c(C)noc4C)cc3CC(=O)N([C@@H](C)CO)C[C@@H]2C)cc1
38) CC1(C)NC(=O)N(CCCC(=O)Nc2ccc(C(F)(F)F)cc2)C1=O
39) O=C(CSc1nc(-c2cccs2)nc2ccccc12)NC1CCS(=O)(=O)C1 (stereo not given)
40) O=C(CC1Oc2ccccc2NC1=O)NCCCN1CCN(C2CCCCC2)CC1 (stereo not given)
Compound	33	34	35	36	37	38	39	40
Mm-Cpn inhibitor	2%	/	1%	-1%	0%	0%	0%	/
EPAC1 antagonist	-21%	8%	-6%	11%	-2%	-13%	29%	0%
CCT chaperon mod	-1.5	0.3	-2.7	0.7	0.6	1.5	1.5	-1.1
PLK1 PBD inh	-9%	-8%	-7%	0%	-3%	-8%	3%	-3%
PI5P4K alpha inh	10	11	1	/	5	5	3	-5
EPAC2 antag	?	1%	-3%	11%	-2%	11%	0%	10%
WRN inhibitor	-4%	4%	5%	3%	2%	2%	-4%	3%
EPAC1 agonist	-2%	4%	3%	-2%	-1%	1%	-4%	-24%

41) Cc1cc(=O)n(-c2ccccc2)n1C
42) O=C(COc1ccc2ccccc2c1)Nc1nccs1
43) CCNc1nc(NC(C)C)nc(N2CC(=O)N(CC(=O)OCC)C2=N)n1
44) CCOc1ccc(N(Cc2cc3ccc(C)cc3[nH]c2=O)C(=O)COC)cc1
45) O=C(NCCCNCCCNC(=O)c1ccc(/C=N/O)nc1)c1ccc(/C=N/O)nc1
46) COc1ccc(N2CCN(C(=O)c3ccc(OCc4c(C)noc4C)c(OC)c3)CC2)cc1
47) CCCN(CCC)CCCNS(=O)(=O)c1ccc2c(c1)oc(=O)n2C
48) Cc1cccnc1NC(=O)c1nn(C)c2c1CS(=O)(=O)c1ccccc1-2
Compound	41	42	43	44	45	46	47	48
Mm-Cpn inhibitor	1%	0%	-2%	0%	-2%	0%	-2%	0%
EPAC1 antagonist	-6%	8%	13%	0%	-10%	-13%	14%	4%
CCT chaperon mod	-1.4	-4.8	-0.8	-0.3	-2.2	-0.6	-0.1	-4.0
PLK1 PBD inh	-16%	-9%	3%	-2%	-21%	-12%	2%	-10%
PI5P4K alpha inh	-2	-12	-5	-6	-1	6	-2	-3
EPAC2 antag	7%	-2%	-6%	13%	-1%	-7%	6%	-10%
WRN inhibitor	3%	-1%	-6%[57.1 µM]	-3%	3%	15%	6%	-1%
EPAC1 agonist	-2%	3%	3%	3%	-2%	3%	-4%	7%

49) O=C(Nc1nonc1-c1ccc(Cl)cc1)c1ccco1
50) O=C(NCCCN1CCOCC1)C(=O)N/N=C/c1ccc(F)cc1
51) Cc1nc(-c2ccc(NC(=O)c3cccs3)cc2)cs1
52) O=C(CCC(=O)N1CCN(S(=O)(=O)c2ccc([N+](=O)[O-])cc2)CC1)N1CCOCC1
Compound	49	50	51	52
Mm-Cpn inhibitor	7%	2%	-11%	0%
EPAC1 antagonist	-9%	7%	19%	-11%
CCT chaperon mod	-0.6	1.4	0.7	-3.8
PLK1 PBD inh	-6%	-6%	-2%	2%
PI5P4K alpha inh	-7	-2	-10	-4
EPAC2 antag	3%	-8%	15%	6%
WRN inhibitor	-2%	-2%	0%	-9%
EPAC1 agonist	-7%	6%	-1%	2%

Structural class: those above containing a thiophene ring, fused or not
4) CCOc1cc(NS(C)(=O)=O)c(OCC)cc1NC(=O)c1cccs1
39) O=C(CSc1nc(-c2cccs2)nc2ccccc12)NC1CCS(=O)(=O)C1 (stereo not given)
51) Cc1nc(-c2ccc(NC(=O)c3cccs3)cc2)cs1
Compound	4	39	51
Mm-Cpn inhibitor	-1%	0%	-11%
EPAC1 antagonist	-4%	29%	19%
CCT chaperon mod	-1.9	1.5	0.7
PLK1 PBD inh	-5%	3%	-2%
PI5P4K alpha inh	/	3	-10
EPAC2 antag	3%	0%	15%
WRN inhibitor	0%	-4%	0%
EPAC1 agonist	8%	-4%	-1%

Screening data deposited in PubChem BioAssay by National Center for Advancing Translational Sciences (NCATS).
